Bioassay records from PubChem BioAssay.
IL-2 act: IL-2 activation | hit rate 0.065% among 360,000 | IL-2 activation reporter assay, cell-based qHTS; stimulated with anti-CD3/CD4/CD28 beads; in transgenic mouse T cells | activation, % (series mostly up to about 46 µM); in the data active = activation above about 50%; inconclusive = mostly about 30% to 49%; note: 0% is about no effect
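Readout: EGFP and DsRed signals by fluorescent plate cytometry. Unstimulated transgenic mouse T cells received compound 60 min before antibody-bead stimulation, then incubated 18 h at 37 degrees C.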
Abeta rescue: A-beta toxicity reversal in yeast; yeast expressing A-beta42, growth rescue, OD600, 48 h; response scale: 0% DMSO, 100% iron-clioquinol control; Potency, µM (titrated, usually from 46.1 µM), for the others: top-dose growth rescue, usual class: activators; hit rate 0.063% among 410,000; AID 1347071; note: potency is the fitted concentration of half-maximal effect; nearly all actives have a fitted effect of over 55% in size
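Yeast growth medium received pinned compounds, then yeast cells expressing toxic A-beta were added; plates incubated at 30 C for 48 hr. Growth read as absorbance at 600 nm, normalized to DMSO and equimolar FeCl3 plus clioquinol controls.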
PLK1 PBD block: blocks phosphopeptide binding to human PLK1 polo-box domain. P53350. Plk1 PBD binding of FITC phosphopeptide, fluorescence polarization. Potency, µM, for the others: max response, negative = inhibition, most hits filed as inhibitors. hit rate 2.8% among 360,000; note: potency is the fitted concentration of half-maximal effect; series mostly up to about 57 µM; % is set by controls: 0 for no effect and ±100 for the full control effect; nearly all actives have a fitted effect of over 65% in size
PI5P4K alpha inh: blocks human PI5P4K alpha kinase activity | P48426 | PI5P4Kalpha enzyme, ADP-Glo luminescence, 60 min; stronger effect = lower value | max response, % | hit rate 1.2% among 330,000 | AID 652105; active = max response of -50% or lower; inconclusive = between -30% and -50%; inactive = -30% or higher; note: value at the top dose of about 77 µM; % is set by controls: 0 for no effect and ±100 for the full control effect
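qHTS, 1536-well: enzyme/substrate mix, compound by pin tool, 5 microM ATP final; RT 60 min; ADP-Glo reagents 1 (45 min) then 2 (30 min); luminescence.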
EPAC1 agonist: EPAC1 (human) agonism; AID 720707; Potency, µM (doses to about 154 µM), without a hit: at the top dose activation, most hits filed as activators; EPAC1 agonist qHTS, biochemical assay; response scale: 100% = response to 6.5 mM cAMP; O95398; hit rate 0.073% among 360,000; note: potency is the fitted concentration of half-maximal effect; nearly all actives have a fitted effect of over 60% in size
Target sequence (O95398 whole entry, looked up): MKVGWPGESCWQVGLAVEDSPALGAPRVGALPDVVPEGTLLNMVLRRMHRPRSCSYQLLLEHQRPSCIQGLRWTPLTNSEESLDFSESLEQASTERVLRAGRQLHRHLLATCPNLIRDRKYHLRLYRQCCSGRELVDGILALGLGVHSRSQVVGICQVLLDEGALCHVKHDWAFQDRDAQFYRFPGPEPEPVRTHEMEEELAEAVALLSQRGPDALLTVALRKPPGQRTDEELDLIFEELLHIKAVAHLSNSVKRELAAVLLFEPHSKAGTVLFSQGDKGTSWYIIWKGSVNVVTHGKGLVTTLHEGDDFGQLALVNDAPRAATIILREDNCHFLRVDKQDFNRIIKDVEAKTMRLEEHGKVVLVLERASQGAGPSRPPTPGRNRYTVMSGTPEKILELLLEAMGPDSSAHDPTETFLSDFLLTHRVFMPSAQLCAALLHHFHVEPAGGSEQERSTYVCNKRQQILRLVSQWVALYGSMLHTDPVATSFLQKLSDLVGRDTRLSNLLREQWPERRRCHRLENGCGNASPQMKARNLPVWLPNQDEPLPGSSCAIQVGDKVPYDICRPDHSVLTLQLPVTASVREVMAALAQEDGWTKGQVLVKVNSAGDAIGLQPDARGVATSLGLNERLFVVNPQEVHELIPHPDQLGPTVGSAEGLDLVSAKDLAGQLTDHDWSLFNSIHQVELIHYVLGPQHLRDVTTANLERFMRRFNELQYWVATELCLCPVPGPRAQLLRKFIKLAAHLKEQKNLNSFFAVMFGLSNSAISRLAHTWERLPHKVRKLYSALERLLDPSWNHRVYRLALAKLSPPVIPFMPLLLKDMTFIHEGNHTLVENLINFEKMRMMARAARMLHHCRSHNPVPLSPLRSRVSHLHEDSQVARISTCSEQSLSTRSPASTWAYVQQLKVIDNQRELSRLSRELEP
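Fluorescent GDP-exchange assay: 100 nM EPAC1 with 250 nM Rap1B preloaded with BODIPY-GDP and 50 uM GDP; compounds tested as concentration series, 5 min at room temperature, then read every 5 min for 30 min (ex 480/em 540 nm); normalized to 6.5 mM cAMP.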
FUS suppressor: FUS proteinopathy suppression in yeast. hit rate 0.24% among 390,000. AID 1347120. Potency, µM (series often up to 76.6 µM), for inactives: at the top dose growth rescue (activation), most hits filed as activators. S. cerevisiae FUS-expressing, growth rescue, OD600, 24 h;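 note: potency is the fitted concentration of half-maximal effect; plate controls were DMSO vehicle for no effect and reference control for full effect; nearly all actives have a fitted effect of over 55% in size; some results filed as inactive show a strong effect at the top dose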
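Absorbance at 600 nm, taken 24hr after compound addition, measured rescue of FUS-yeast growth at 30C. Induction used 2% galactose with seeding at OD 0.005. Controls: CP55940 from 92uM final, DMSO only.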
WRN inhibitor: inhibitors of human WRN helicase | Potency, µM (highest dose often 114 µM), inactives show at the highest dose activity change, negative = inhibition, hits mostly inhibitors | WRN helicase unwinding, fluorescent forked duplex, kinetic | hit rate 0.46% among 360,000 | Q14191; note: potency is the fitted concentration of half-maximal effect; % is set by controls: 0 for no effect and ±100 for the full control effect; nearly all actives have a fitted effect of over 55% in size
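Kinetic red-fluorescence monitoring (525/598 nm) tracks WRN helicase activity after 100 nM fluorophore-quencher forked duplex and 2 mM ATP are added to 20 nM enzyme pretreated 15 min at room temperature with compound.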
EPAC1 antag: blocks human EPAC1 exchange factor | EPAC1 GEF assay, Rap1b-BODIPY-GDP exchange fluorescence | Potency, µM (top dose mostly 115 µM), for the others: at the highest dose activity change, negative = inhibition, usual class: inhibitors | hit rate 0.14% among 360,000;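 note: potency is the fitted concentration of half-maximal effect; plate controls were vehicle for no effect and positive control for full effect; nearly all actives have a fitted effect of over 50% in size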
An asterisk follows results filed as active; ? = inconclusive; . = no result given; [ ] = remark or other dose. Unless noted, calls come from the whole dose curve; as a rule, active = well fitted curve in the direction sought with a large enough effect; inconclusive = small, poorly fitted or top-dose-only effect, or another doubt; inactive = no such curve, though single readings can be large; an effect the other way counts as inactive or inconclusive.

SMILES | IL-2 act | Abeta rescue | PLK1 PBD block | PI5P4K alpha inh | EPAC1 agonist | FUS suppressor | WRN inhibitor | EPAC1 antag
CCOc1ccc(CCN2C(=O)C(=O)N([C@@H](Cc3ccccc3)CN3CCC[C@H]3CN3C(=O)C(=O)NC[C@@H]3CC(C)C)C[C@@H]2Cc2ccc(O)cc2)cc1 | -0.3 | -11% | -9% | -5 | -15% | 37% | -6% | ?
CC(C)NS(=O)(=O)c1ccc(NC(=O)C2CCCCC2)cc1 | -3.6 | 1% | -3% | . | 12% | 14% | -1% | 5%
CCSCCc1nnc(NC(=O)Nc2cccc(C(F)(F)F)c2)s1 | -0.6 | 13% | -6% | 17 | 8% | -13% | -6% | 1%
CC(C)NC(=O)N(C)C[C@H]1Oc2ccc(NS(=O)(=O)c3ccccc3)cc2C(=O)N([C@H](C)CO)C[C@H]1C | -0.6 | 2% | -15% | -2 | 12% | 6% | -3% | 9%
CCOC(=O)N1CCN(CC(=O)N2CCC(C(N)=O)CC2)CC1 | 0.2 | -5% | 2% | 4 | -5% | 0% | 6% | -5%
CCCOc1ccc(-c2nc(SCc3ccccc3)[nH]c(=O)c2C#N)cc1OC | 1.3 | -1% | 27µM* | -26 | -4% | 14% | -24% | -17%
Cc1ccc(-c2cnc(C3CC3)o2)cc1S(=O)(=O)Nc1ccccc1 | -0.3 | -41%[inhibitor] | -2% | 0 | 0% | -15% | -13% | -16%
Cc1cc(C)c2cc(C)c3nnc(SCC(=O)NCc4ccc5c(c4)OCO5)n3c2c1 | -1.1 | 2% | -3% | . | 2% | 38% | -7% | -4%
O=C(c1ccc(F)cc1)N1CCC2(CC1)NCCc1[nH]cnc12 | -1.2 | -9% | -3% | -1 | -12% | 20% | 1%[57.1 µM] | 7%
Cn1nnnc1-c1cc(Cl)cc(Cl)c1 | 2.1 | -9% | 27µM* | 0 | -11% | 0% | 3%[57.1 µM] | -11%
Cc1ccc(C)c(S(=O)(=O)N(C(=O)c2ccncc2)c2ccc(OC(=O)c3ccncc3)cc2)c1 | -0.2 | 13% | -11% | 0 | 1% | 13% | -11% | -28%
Cc1nc(SCC(=O)Nc2nnc(C(C)C)s2)n[nH]1 | 0.0 | 3% | -6% | -1 | 1% | -9% | -1% | 3%
O=C1COc2ccc(S(=O)(=O)N3CCC(C(=O)NCc4ccc(F)cc4)CC3)cc2N1 | -1.3 | 5% | 3% | 2 | 9% | 4% | -1% | -14%
CCOC(=O)c1cnc2nc(C(F)(F)F)[nH]n2c1=O | 4.3 | -6% | -4% | -12 | 21% | -3% | 2% | 0%
CC(C)(C)C(=O)COC(=O)c1cc(-c2cccnc2)nc2ccccc12 | 0.4 | -5% | 0% | 3 | -7% | 13% | 3% | -4%
Cc1c(Cl)cccc1NC(=O)CN1CCC(C(O)(c2ccccc2)c2ccccc2)CC1 | 0.7 | 33% | 0% | . | 16% | 22% | -12% | -10%
Cc1nc2ccccc2n1CC(O)COC1CCCCC1 (stereo unspecified) | -0.3 | 2% | -6% | . | 10% | 11% | -1% | -16%
Cc1ccc(C(=O)NC2CCCCCC2)cc1S(=O)(=O)N1CCOCC1 | 0.2 | -1% | -4% | 1 | -1% | . | -5% | -16%
Cc1ccc(NC(=O)COc2ccccc2)c(NC(=O)c2ccco2)c1 | 7.4 | 7% | 3% | -1 | -10% | 9% | 4% | 2%
Cc1ccc(C2=NN(C(=O)C3CCCO3)C(c3ccco3)C2)cc1 (stereo unspecified) | 1.7 | -10% | -11% | 1 | 4% | 17% | -1% | 1%
O=C(NCC1CCN(Cc2ccc(Cl)cc2)CC1)C1CCCN(c2ncnc3c2nc2n3CCCCC2)C1 (stereo unspecified) | 0.2 | -15% | -7% | 6 | -3% | -8% | -10% | ?
COC(=O)c1ccccc1NC(=S)N1CCOCC1 | 1.2 | -22% | -20% | -1 | -1% | ? | -5% | -8%
Cn1c(=O)[nH]c(=O)c2c1nc(Br)n2Cc1ccccc1F | -0.7 | -8% | 1% | -2 | 0% | 5% | 1% | -8%
Cc1cccc(NC(=O)COc2ccc(/C=C\c3[nH]c(=O)[nH]c(=O)c3[N+](=O)[O-])cc2)c1 | 2.4 | -2% | ? | -57* | 1% | 4% | ? | ?
CCc1cc2cc(C)cc(C)c2nc1SCC(=O)Nc1cc(C)on1 | -0.1 | 1% | 0% | -7 | 0% | 7% | 5% | 18%
CCOc1ccc(N/C=C/C(=O)c2ccc(C)cc2)c([N+](=O)[O-])c1 | -0.2 | -3% | -9% | 1 | 15% | -13% | -9% | -10%
Cc1c(Cl)cccc1N1C(=O)C2ON(c3ccccc3)C(c3cccnc3)C2C1=O (stereo unspecified) | -0.9 | 22% | -2% | -6 | 1% | ? | 4% | -1%
[O-][n+]1onc2c1CCc1c-2nn(-c2ccccc2Cl)[n+]1[O-] | -2.9 | 15% | -8% | . | 2% | -6% | -2% | 11%
CC(NC(=O)c1ccco1)c1nc(-c2ccc(Cl)cc2)no1 (stereo unspecified) | 3.2 | -16% | -11% | 2 | -7% | -20% | 6% | -9%
COc1ccc(CN2CC(=O)N3[C@H]4c5ccc(OC)cc5OC[C@@H]4[C@H](c4ccccc4)[C@]3(C)C2=O)cc1 | -0.1 | 13% | 3% | 10 | -13% | 39% | -4% | -9%
Cc1[nH]c(=O)[nH]c(=O)c1Sc1ccccc1[N+](=O)[O-] | 1.2 | 1% | 21µM* | -10 | -2% | 27% | 7% | 18%
Cn1nc(C(=O)Nc2cccc(S(=O)(=O)N3CCCC3)c2)c2ccccc2c1=O | 0.4 | 9% | 0% | -3 | -2% | 7% | -13% | ?
Cc1c(C(=O)Nc2cccc(Oc3ccccc3)c2)sc(=O)n1Cc1ccc(F)cc1 | 0.1 | 0% | -5% | 1 | 6% | 31% | -1%[57.1 µM] | -5%
CCCn1nnc(NC(=O)/C=C/c2ccc(C(C)C)cc2)n1 | 0.3 | -94%[inhibitor] | -10% | 8 | -1% | ? | -4% | 6%
CCC(CC)C(C(=O)NC1CCCC1)N1CCN(c2cc(C)nc3ccccc23)CC1 (stereo unspecified) | 0.5 | 1% | -1% | -1 | -6% | -7% | -1% | 2%
COc1cccc(-n2nnc3c(=O)n(CC(=O)NC4CCCC4)cnc32)c1 | -1.2 | 10% | -1% | . | 0% | 7% | -1% | 11%
CC(=O)NCc1nc2ccccc2n1Cc1ccccc1C | 0.6 | -13% | -7% | 2 | -7% | -21% | 9% | -19%
O=C(CCS(=O)(=O)c1cccs1)NC1CCCCCC1 | -2.3 | 2% | -7% | 0 | -2% | 11% | 5% | 1%
COC(=O)c1ccc(COc2ccccc2/C=N/NC(=O)c2cccnc2)cc1 | -2.1 | 3% | 8% | 1 | -3% | 6% | 3% | 11%
Cc1cccnc1NC1(C(F)(F)F)N=C2SCCN2C1=O (stereo unspecified) | 0.6 | 3% | -4% | 0 | 0% | 1% | -9% | -12%
Cc1ccc(C(C(=O)NCc2ccc(F)cc2)N(CCCO)C(=O)C2COc3ccccc3O2)o1 (stereo unspecified) | -2.4 | 1% | 2% | 3 | 2% | 12% | -4% | -22%
CC(CCc1ccccc1)NC(=O)CCNS(=O)(=O)c1ccccc1C(F)(F)F (stereo unspecified) | 0.1 | -12% | -12% | 2 | 4% | 3% | 5% | -12%
CCCCOc1ccc(/C=N/NC(=S)Nc2cccc(C)c2C)cc1 | -3.6 | 16% | -4% | . | 14% | 23% | -12% | -3%
COc1ccccc1NC(=S)NC(=O)c1c(-c2ccccc2Cl)noc1C | 0.2 | 16% | ? | 0 | 7% | -5% | 1% | -2%
CC1(C)CC(=NOC(=O)c2ccccc2)CC(C)(C)N1 | -2.2 | -3% | 0% | . | 5% | 5% | -4% | 2%

An excerpt of these results, field by field:
structure: Cn1nc(C(=O)Nc2cccc(S(=O)(=O)N3CCCC3)c2)c2ccccc2c1=O
  IL-2 act: 0.4 | Abeta rescue: 9% | PLK1 PBD block: 0% | PI5P4K alpha inh: -3 | EPAC1 agonist: -2% | FUS suppressor: 7% | WRN inhibitor: -13% | EPAC1 antag: ?

structure: Cc1c(C(=O)Nc2cccc(Oc3ccccc3)c2)sc(=O)n1Cc1ccc(F)cc1
  IL-2 act: 0.1 | Abeta rescue: 0% | PLK1 PBD block: -5% | PI5P4K alpha inh: 1 | EPAC1 agonist: 6% | FUS suppressor: 31% | WRN inhibitor: -1%[57.1 µM] | EPAC1 antag: -5%

Next section
SMILES | IL-2 act | Abeta rescue | PLK1 PBD block | PI5P4K alpha inh | EPAC1 agonist | FUS suppressor | WRN inhibitor | EPAC1 antag
CC(C(=O)Nc1ccccn1)N1C(=O)c2ccccc2S1(=O)=O (stereo unspecified) | 0.1 | 6% | -8% | 5 | 16% | . | -14% | 4%
Cc1ccccc1C(=O)N1CCN(c2ccc(NC(=S)NC(=O)c3ccco3)cc2)CC1 | -0.5 | -5% | ? | -7 | 3% | ? | -10% | ?
O=C1CSC(=Nc2ccccc2)N1 | 0.1 | 6% | -17% | 0 | -1% | 3% | -2% | 7%
CC(=O)Nc1sc(N/N=C\c2ccccc2Cl)nc1-c1cccs1 | 0.6 | -3% | -6% | -10 | -7% | 38% | -32%[57.1 µM] | 19%
CC1C(=O)Nc2ccccc2N1C(=O)c1cccc(C(F)(F)F)c1 (stereo unspecified) | -1.4 | 4% | 2% | 1 | -7% | -19% | 2% | 0%

Complete entries, quoted from the list. Order of screens: IL-2 act | Abeta rescue | PLK1 PBD block | PI5P4K alpha inh | EPAC1 agonist | FUS suppressor | WRN inhibitor | EPAC1 antag
Cc1cccnc1NC1(C(F)(F)F)N=C2SCCN2C1=O (stereo unspecified) as listed: 0.6 | 3% | -4% | 0 | 0% | 1% | -9% | -12%
CC(CCc1ccccc1)NC(=O)CCNS(=O)(=O)c1ccccc1C(F)(F)F (stereo unspecified) as listed: 0.1 | -12% | -12% | 2 | 4% | 3% | 5% | -12%
Cc1ccc(C)c(S(=O)(=O)N(C(=O)c2ccncc2)c2ccc(OC(=O)c3ccncc3)cc2)c1 as listed: -0.2 | 13% | -11% | 0 | 1% | 13% | -11% | -28%
CCOc1ccc(CCN2C(=O)C(=O)N([C@@H](Cc3ccccc3)CN3CCC[C@H]3CN3C(=O)C(=O)NC[C@@H]3CC(C)C)C[C@@H]2Cc2ccc(O)cc2)cc1 as listed: -0.3 | -11% | -9% | -5 | -15% | 37% | -6% | ?
